# D2 antag: HTS Assay for Allosteric Antagonists of the Human D2 Dopamine Receptor: Primary Screen for Antagonists; D(2) dopamine receptor (Homo sapiens), P14416; HEK293 TREx D2 cells, calcium flux, dopamine EC80; inhibition, % at 10 µM; 340,000 compounds, 2% hits; in the data active = inhibition above about 30%; note: 0% is about no effect
# Target sequence (P14416 whole entry, looked up): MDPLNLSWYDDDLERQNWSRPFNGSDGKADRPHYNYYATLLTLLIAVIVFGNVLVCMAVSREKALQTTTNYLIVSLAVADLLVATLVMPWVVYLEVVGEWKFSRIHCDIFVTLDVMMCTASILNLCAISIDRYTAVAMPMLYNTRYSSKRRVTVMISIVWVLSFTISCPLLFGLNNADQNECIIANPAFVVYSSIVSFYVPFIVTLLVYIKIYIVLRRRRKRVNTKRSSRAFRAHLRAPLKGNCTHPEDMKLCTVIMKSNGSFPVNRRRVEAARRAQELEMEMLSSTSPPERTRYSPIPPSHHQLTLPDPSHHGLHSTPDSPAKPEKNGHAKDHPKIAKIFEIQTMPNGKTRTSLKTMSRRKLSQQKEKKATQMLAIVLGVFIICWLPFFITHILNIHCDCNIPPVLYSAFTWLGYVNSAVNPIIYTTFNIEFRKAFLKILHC
#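 In this primary screen, negative modulation is detected by tracking calcium flux after an EC80 dopamine challenge in inducible HEK293 T-REx D2 cells preexposed to test compound for 180 s.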
# TRHR enhancer: qHTS for Small Molecule Agonists and Allosteric Enhancers of Human TRH Receptor: Primary Screen for Enhancers | Thyrotropin-releasing hormone receptor (Homo sapiens), P34981 | TRHR cells, fluo-8 calcium fluorescence, EC20 TRH enhancement | enhancement, % at 2 µM | AID 493056, 2011 | 360,000 compounds, 0.66% hits; in the data active = enhancement above about 30%; note: 0% is about no effect
#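 TRHR-expressing cells loaded with fluo-8 calcium dye were read kinetically (ex 480/em 530) during compound addition, then stimulated with an EC20 of TRH (10 nM final). Enhancement of the Gq-mediated intracellular calcium response was scored.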
# TrxR1 substrate: qHTS Assay for Substrates of Mammalian Selenoprotein Thioredoxin Reductase 1 (TrxR1): qHTS; Thioredoxin reductase 1, cytoplasmic (Rattus norvegicus), O89049; purified TrxR1 substrate turnover, NADPH consumption readout; Potency, µM (doses to about 114 µM), inactives show top-dose activity change, negative = substrate turnover; 390,000 compounds, 0.01% hits; AID 588456, 2011; note: potency is the fitted concentration of half-maximal effect; % is set by controls: 0 for no effect and ±100 for the full control effect; nearly all actives have a fitted effect of over 50% in size
#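 Rat TrxR1, dispensed at 90 nM, was prereduced with 400 uM NADPH (final) for 5 min at ~22 deg C, then incubated with compound 15 min before 400 uM selenite. A first-read NADPH fluorescence drop versus no-compound background flagged substrates.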
# D2 ag: HTS Assay for Allosteric Agonists of the Human D2 Dopamine Receptor: Primary Screen for Agonists | HEK293 T-REx D2 cells, calcium flux agonist mode | activation, % at 2 µM | 340,000 compounds, 0.53% hits;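 active = activation over 3 SD above normal in the single-dose calcium agonist read, cut at about 30% in these data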; note: 0% is about no effect
#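 In this primary screen, compounds producing a positive calcium signal within 180 s of addition to tetracycline-induced, force-coupled HEK293 Trex D2 cells are flagged; cells are dye-loaded with a no-wash calcium kit beforehand.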
# IDH1 R132H inh: qHTS for Inhibitors of mutant isocitrate dehydrogenase 1 (IDH1): qHTS; Isocitrate dehydrogenase [NADP] cytoplasmic (Homo sapiens), O75874; Potency, µM (top dose mostly 76.6 µM), without a hit: at the top dose activity change, negative = inhibition, actives largely listed as inhibitors; 390,000 compounds, 0.093% hits; IDH1-R132H enzyme, NADPH consumption, diaphorase/resazurin fluorescence; note: potency is the fitted concentration of half-maximal effect; % is set by controls: 0 for no effect and ±100 for the full control effect; nearly all actives have a fitted effect of over 65% in size
#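 IDH1-R132H (0.5 ug/mL dispensed) in pH 7.5 Tris buffer was preincubated 30 min with compound, then given a substrate mix of 0.016 mM NADPH and 2 mM alpha-KG for 80 min at room temperature; remaining NADPH was read by diaphorase/resazurin fluorescence.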
# rTrxR1 inhibitor: qHTS Assay for Inhibitors of Mammalian Selenoprotein Thioredoxin Reductase 1 (TrxR1): qHTS; Thioredoxin reductase 1, cytoplasmic (Rattus norvegicus), O89049; recombinant rTrxR1, NADPH fluorescence consumption, selenite substrate; Potency, µM (top dose mostly 114 µM), without a hit: top-dose activity change, negative = inhibition, usual class: inhibitors; 390,000 compounds, 1% hits; AID 588453, 2011; note: potency is the fitted concentration of half-maximal effect; % is set by controls: 0 for no effect and ±100 for the full control effect; nearly all actives have a fitted effect of over 65% in size
#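 Rat TrxR1 (90 nM in the dispensed reagent) was pre-reduced with 400 uM NADPH for 5 min at room temperature, then incubated with compound for 15 min. After 400 uM selenite was added, NADPH fluorescence (Ex 340/Em 450 nm) was followed for 8 min.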
# USP1-UAF1 inh: Inhibitors of USP1/UAF1: Primary Screen | Ubiquitin carboxyl-terminal hydrolase 1 (Homo sapiens), O94782 | recombinant USP1/UAF1, Ub-Rhodamine cleavage fluorescence | Potency, µM (top dose mostly 57.1 µM), for the others: at the highest dose activity change, negative = inhibition, hits mostly inhibitors | 390,000 compounds, 0.23% hits; note: potency is the fitted concentration of half-maximal effect; % is set by controls: 0 for no effect and ±100 for the full control effect; nearly all actives have a fitted effect of over 60% in size; inactives centre near -12
#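 USP1/UAF1 complex at 1 nM was preincubated with compound for 15 min at room temperature, then Ub-Rho substrate (150nM final) was added. Fluorescence (480/540 nm) was read kinetically, 6 reads every 60 seconds.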
# TRHR agonist: qHTS for Small Molecule Agonists and Allosteric Enhancers of Human TRH Receptor: Primary Screen for Agonists; Thyrotropin-releasing hormone receptor (Homo sapiens), P34981; TRHR cells, calcium flux fluo-8, FDSS agonist mode; activation, % at 2 µM; 360,000 compounds, 0.18% hits; in the data active = activation above about 30%; note: 0% is about no effect
#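 TRHR-expressing cells loaded with fluo-8 calcium dye; 23 nL library compound pin-transferred, kinetic FDSS fluorescence (Ex 480/Em 530) recorded about 180 s for agonist-induced calcium release, before a 10 nM TRH EC20 addition for potentiator mode.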
# PI4K2A inh: qHTS for small molecular inhibitors of PI4K2A. 420,000 compounds, 0.13% hits. AID 1346378, 2018. purified PI4K2A, ADP-Glo luminescence, 1 h; active compounds read low. activity change, negative = inhibition, % at 76.9 µM; in the data active = activity change below about -50%; inconclusive = mostly about -30% to -49%;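 note: -100% = wells without enzyme as full effect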
# Target sequence (Q9BTU6 whole entry, looked up): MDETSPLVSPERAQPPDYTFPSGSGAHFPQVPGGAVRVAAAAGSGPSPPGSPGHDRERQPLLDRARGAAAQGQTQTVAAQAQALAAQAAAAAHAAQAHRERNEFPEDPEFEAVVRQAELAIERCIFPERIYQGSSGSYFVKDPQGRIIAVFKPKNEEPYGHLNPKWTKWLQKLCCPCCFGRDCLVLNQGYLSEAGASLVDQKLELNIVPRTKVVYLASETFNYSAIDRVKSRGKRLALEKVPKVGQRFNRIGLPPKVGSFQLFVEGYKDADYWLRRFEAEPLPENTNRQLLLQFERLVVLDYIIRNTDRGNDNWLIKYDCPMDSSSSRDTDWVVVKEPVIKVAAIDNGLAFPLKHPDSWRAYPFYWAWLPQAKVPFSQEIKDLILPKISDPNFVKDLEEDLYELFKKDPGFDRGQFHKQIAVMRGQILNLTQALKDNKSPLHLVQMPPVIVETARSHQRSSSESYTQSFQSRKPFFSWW
#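 In this quantitative HTS, ADP production by PI4K2A was quantified luminescently after 1 h at ambient temperature; 100 microM adenosine served as plate-quality control.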
# * hit, by the source's call; ? = inconclusive; . = not tested or not shown; & = joins results of further samples; [ ] = remark or other dose. Unless noted, calls come from the whole dose curve; as a rule, active = well fitted inhibition curve with a large enough effect; inconclusive = small, poorly fitted or top-dose-only effect; inactive = no such curve, though single readings can be large or run the other way. Rows are unselected. About 3.9% of those tested had a hit in this group.
# Below each compound – PI4K2A inh	USP1-UAF1 inh	IDH1 R132H inh	D2 ag	rTrxR1 inhibitor	TRHR agonist	TRHR enhancer	TrxR1 substrate	D2 antag
COc1ccccc1NC(=O)COc1ccc(/C=N/NC(=O)c2cccnc2)cc1
→ 0	-18%	-11%	0.6	2%	-0.1	0	-10%	3
Fc1cccc(NC(=S)N2CCCC2)c1
→ -3	-11%	3%	0.8	30%	0.1	5	8%	-11
Nc1nc(NCc2ccco2)nc(NC2CCCCC2)c1[N+](=O)[O-]
→ -10	-6%	10%	0.2	28%[57.1 µM]	0.9	2	12%	10
CCCN(CC(=O)Nc1ccccc1C)C(=O)CCCOc1ccc(Br)cc1
→ 1	-24%	-9%	0.5	2%	0.4	-6	-1%	11
COc1ccc(CCNC(=O)c2cc3c(=O)n4ccccc4nc3n(CC3CCCO3)c2=N)cc1 (stereo not given)
→ 0	-16%	-6%	.	11%	.	.	32%	.
O=C(CCCC(=O)NN=Cc1ccc(Cl)cc1Cl)NN=Cc1ccc(Cl)cc1Cl
→ -4	-4%	-1%	.	-5%	.	.	-8%	.
CCc1noc(C)c1C(=O)N1CCCSC1=Nc1ccccc1C(C)C
→ -3	-2%	-1%	0.1	4%	0.5	-2	-5%	-3
CCOc1cc(C#N)c(NC(=O)c2cccnc2Cl)cc1OCC
→ 2	-20%	7%	0.8	17%	0.2	2	10%	-5
COc1ccc(CCN2CC(C(=O)Nc3ccc4c(c3)OCO4)CC2=O)cc1OC (stereo not given)
→ -1	-13%	-5%	0.3	12%[57.1 µM]	-0.1	-11	9%[57.1 µM]	7
O=C(NCC(=O)N1CCN(c2ccccc2O)CC1)c1cccs1
→ -2	-12%	-10%	1.7	10%[57.1 µM]	0.1	-6	3%[57.1 µM]	-22
O=C1c2oc3ccccc3c(=O)c2C(c2ccccn2)N1Cc1ccccc1 (stereo not given)
→ 2	-9%	-6%	-0.2	14%[57.1 µM]	-0.2	-7	4%	-1
CCOc1cc(/C=N/NC(=S)Nc2ccccc2C(F)(F)F)ccc1OCC(=O)N1CCOCC1
→ -6	4%	1%	0.4	-16%[57.1 µM]	-0.6	1	-12%	-20
CS(=O)(=O)N1CCc2cc(-c3csc(NC(=O)Cc4cccs4)n3)ccc21
→ 4	-23%	3%	0.2	3%[57.1 µM]	0.5	-5	6%[57.1 µM]	5
COc1ccc(-n2nc(C(=O)NCCCN3CCOCC3)c3ccccc3c2=O)c(OC)c1
→ -5	-25%	-3%	0.5	9%	1.0	2	6%	-5
CN1CCN(CC(=O)N2c3ccccc3C(C)(c3ccccc3)CC2(C)C)CC1 (stereo not given)
→ 1	-18%	0%	0.2	9%[57.1 µM]	2.0	8	8%[57.1 µM]	1
CCCN1C(=O)c2ccccc2NC1c1ccc(O)c(OCC)c1 (stereo not given)
→ -3	-23%	2%	-1.4	14%	-1.3	-6	69%[activator]	4
COc1ccccc1OCc1ccc(C(=O)Nc2ccccc2)cc1
→ 1	-21%	1%	0.1	25%	-0.3	-4	10%	-5
CN(Cc1ccccc1Cl)C(=O)c1cnccc1C(F)(F)F
→ -2	2%	18%	0.0	14%[57.1 µM]	-1.6	-6	-5%	5
CC(C)C(=O)Nc1nc2cc3c(cc2s1)OCCO3
→ -19	1%	31%[activator]	-0.9	3%	-0.8	-3	-9%	-1
CSc1nc2sc3c(c2c(=O)[nH]1)CC(C)(C)OC3
→ -2	-23%	-1%	0.6	12%	0.2	1	4%	-12
CCOC(=O)C1CCCN(Cc2nc(N)nc(Nc3ccc(OC)cc3)n2)C1 (stereo not given)
→ -2	-10%	1%	0.5	?	0.0	-2	-4%	-1
Cc1cc(C)n2nc(CNS(=O)(=O)c3cccc(Cl)c3)nc2n1
→ 2	-12%	17%	-0.4	?	0.9	-1	-11%	.
CCOC(=O)Cn1c(=O)oc2cc(S(=O)(=O)N(CCN(C)C)Cc3ccccc3)ccc21
→ 4	-2%	0%	0.8	1%	0.8	6	3%	-7
CC(=O)c1ccc(N2CCN(Cc3nc(Cc4ccccc4)no3)CC2)cc1
→ 7	-7%	10%	1.0	20%	0.1	-2	-7%	-30
O=C(Cn1[nH]c(=O)c2ccccc2c1=O)Nc1cccnc1
→ -1	-8%	-4%	-0.3	6%[57.1 µM]	9.6	12	3%[57.1 µM]	5
CCc1ccc(NC(=O)CCc2c(C)nn(-c3ccc(N4CCCCC4)nn3)c2C)cc1
→ -1	-10%	-16%	2.6	19%	-0.2	9	-5%	-6
Cn1c(NC(=O)C[n+]2cc(-c3ccc(F)cc3)n3c2CCC3)cc(=O)n(C)c1=O
→ 6	-6%	3%	0.8	10%[57.1 µM]	0.6	-5	10%[57.1 µM]	-8
COc1ccc(CNS(=O)(=O)c2ccc(-c3cnc(C4CC4)o3)cc2)cc1
→ -5&4	-15%&-28%	-4%&1%	0.4&0.8	17%&7%[57.1 µM]	-0.2&-0.2	2&-3	9%&2%[57.1 µM]	-3
O=C(c1nc2ccccn2c1CNCCCn1cccn1)N1CCCC1
→ 5	-21%	-7%	0.4	-11%	-1.1	-2	-3%	0
O=c1cc(NCC2CCCO2)[nH]c(=O)n1-c1ccc(Cl)cc1 (stereo not given)
→ 2	?	5%	0.7	19%	0.0	2	13%	11
COc1ccc(C(=O)NCc2cccnc2)cc1Br
→ -13	-8%	1%	0.6	-7%	0.2	4	14%[57.1 µM]	-2
Cc1cc(NC(=O)C2CC(c3ccc(F)cc3)=NO2)no1 (stereo not given)
→ 1	-2%	2%	0.3	13%	-0.5	2	3%	2
COc1ccc(NC(=O)N(C)C[C@H]2Oc3ccc(NC(=O)C4CCCCC4)cc3C(=O)N([C@H](C)CO)C[C@@H]2C)cc1
→ 0	-14%	1%	.	-17%[57.1 µM]	.	.	0%[57.1 µM]	.
Cc1nn(-c2cc(N3CCOCC3)ccc2[N+](=O)[O-])c(=O)c2ccccc12
→ 4	5%	0%	-0.1	4%	-0.1	-5	-12%	-5
Cc1cccc(C)c1OCC(=O)N(Cc1ccc(N(C)C)cc1)C1CCS(=O)(=O)C1 (stereo not given)
→ 1	-24%	-1%	0.7	1%	-0.3	2	-4%	-7
Clc1ccccc1CNc1ncnc2c1nc1n2CCCC1
→ -4	-17%	-4%	-1.6	-4%	-0.4	2	20%	.
CCOc1ccc(S(=O)(=O)Nc2ccc(C(=O)NCC(c3ccco3)N3CCCCC3)cc2)cc1 (stereo not given)
→ 4	-22%	-7%	-0.3	0%[57.1 µM]	-0.3	-21	-3%[57.1 µM]	-11
CCN(CC)CCOc1ccc(C=NNc2nc3c([nH]2)c(=O)n(C)c(=O)n3C)cc1
→ -2	-11%	2%	.	8%[2.29 µM]	.	.	10%[57.1 µM]	.
CCC(C)NC(=O)C1c2ccccc2C(=O)N1Cc1ccccc1 (stereo not given)
→ 0	-27%	-3%	-0.6	11%	0.7	0	1%	-7
COc1ccc(CCNc2oc(COc3ccccc3F)nc2C#N)cc1
→ 4	-24%	1%	0.2	15%	1.4	-7	2%	22
CC[C@]12c3[nH]c4cc(CCC(=O)N(C)C)ccc4c3CCN1C(=O)[C@@H](CC(=O)NCCCOC)C[C@@H]2C(=O)N1CCN(C(=O)C2CC2)CC1
→ -1	-29%	-11%	.	-9%	.	.	-4%	.
COc1ccc(C(=O)OCC(=O)c2c(N)n(C)c(=O)n(C)c2=O)cc1OC
→ 5	-15%	-1%	1.4	11%[57.1 µM]	2.3	0	1%[57.1 µM]	-25
COc1cccc(CNC(=O)CN2C(=O)NC(Cc3ccccc3)(c3ccccc3)C2=O)c1 (stereo not given)
→ 2	-22%	-2%	.	1%	-0.9	-6	-2%	.
COc1ccc(C2CC(c3ccccc3)n3nc(NC(=O)c4cccs4)nc3N2)cc1 (stereo not given)
→ -2	-17%	1%	-0.2	6%	0.7	-5	2%	-1
CCN(CC)C(=O)CN1C(=O)/C(=C/c2ccccc2)SC1=S
→ 1	-19%	-13%	-0.4	3%	0.1	-8	-8%	-9
CCCOc1nc2c(c(=O)n(C)c(=O)n2C)n1CCC
→ 0	?	2%	0.3	16%	-0.7	2	7%	-5
Cc1c(C)c2ccc(OCC(=O)NC3CCN(Cc4ccccc4)CC3)cc2oc1=O
→ 15	-18%	0%	0.0	-5%	-0.2	-2	68%[activator]	10
CCOC(=O)c1[nH]cnc1C(=O)NC(C)C
→ 5	-14%	5%	-0.8	17%[57.1 µM]	0.0	-1	10%[57.1 µM]	-18
Cc1cccc(C)c1N1CC(c2nc3ccccc3n2CC(=O)OC(C)C)CC1=O (stereo not given)
→ 0	-29%	10%	.	1%	0.6	11	2%	.

# Some entries already given, showing only TRHR enhancer, TrxR1 substrate and D2 ag:
SMILES | TRHR enhancer | TrxR1 substrate | D2 ag
Cc1c(C)c2ccc(OCC(=O)NC3CCN(Cc4ccccc4)CC3)cc2oc1=O | -2 | 68%[activator] | 0.0
CCOC(=O)c1[nH]cnc1C(=O)NC(C)C | -1 | 10%[57.1 µM] | -0.8
